Compound activity (PubChem BioAssay)
NOD1 NF-kB reporter – NOD1 signaling inhibitors, primary screen, cell-based, luminescence, uHTS (AID 1578); NOD1-driven NF-kB luciferase reporter cells, luminescence; higher % means a stronger effect; one-dose inhibition, % at 4 µM; EC50 in µM for titrated hits; 290,000 tested, 1% active; in the data active = inhibition mostly above about 36%, no sharp cut-off; inactive = mostly below about 34%;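 note: HEK-293T reporter cells stimulated with the NOD1 agonist gamma-tri-DAP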
KOR beta-arrestin-1 – KOR antagonists, beta-arrestin recruitment, cell-based, luminescence, uHTS (AID 1778). inhibition, % at 10 µM; hits with a dose series show IC50 in µM. 290,000 tested, 0.091% active. KOR beta-arrestin recruitment, luminescence, antagonist mode; higher % means a stronger effect; in the data active = inhibition above about 50%; note: strong numbers were not always called active
KOR beta-arrestin-2 – KOR agonists, beta-arrestin recruitment, primary screen, cell-based, luminescence, uHTS (AID 1777) | KOR beta-arrestin recruitment, luminescence; higher % means a stronger effect | activation, % at 10 µM, or EC50 in µM where a hit was titrated | 280,000 tested, 0.02% active; in the data active = activation above about 50%, passing the limit was not always enough; note: a part of the inactive calls stands beside numbers as strong as those of hits
HIV peptide binding – inhibitors of HIV fusion peptide binding, primary screen, biochemical, uHTS, fluorescence dequenching (AID 1986). cell-free peptide binding, fluorescence dequenching, 30 min; higher % means a stronger effect. inhibition, % at 20 µM; hits with a dose series show IC50 in µM. 290,000 tested, 0.3% active; in the data active = inhibition mostly above about 52%, no sharp cut-off; inactive = mostly below about 76%; note: some results filed as inactive read as strong as hits
GPR35 antagonists – inhibition of zaprinast-stimulated GPR35 beta-arrestin translocation – imaging, U2OS, beta-arrestin-GFP, zaprinast agonist, primary screen (AID 2058); one-dose inhibition, % at 10 µM; IC50 in µM for titrated hits; 290,000 tested, 0.052% active; U2OS GPR35 beta-arrestin-GFP translocation imaging, zaprinast antagonism; higher % means a stronger effect;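 active = inhibition of at least 50% with at least 30 cells and total cytoplasm GFP at most 10,000,000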
GPR55 LPI antagonism – GPR55 antagonists blocking LPI-driven arrestin recruitment, primary screen, imaging, U2OS, beta-arrestin-GFP, LPI agonist (AID 2013); 290,000 tested, 0.13% active; inhibition, % at 10 µM, or IC50 in µM where a hit was titrated; U2OS GPR55 beta-arrestin-GFP translocation imaging, LPI antagonism; higher % means a stronger effect;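 active = spots per cell inhibited over 60%, with over 100 cells counted and total cytoplasm intensity under 500,000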;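 note: U2OS cells stably carrying GPR55 and arrestin-GFP stimulated by 5 µM LPI near EC80; imaged beta-arrestin-GFP aggregate spots per cell after agonist stimulation; plate controls were LPI-stimulated DMSO wells for no effect and DMSO wells without LPI for full effect; some results filed as inactive read as strong as hits; confirmed hits need IC50 under 10 µM and bright autofluorescent wells are also inconclusive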
NS5 inhibitors – flavivirus cap methylation enzyme inhibition – biochemical, confirmation dose response, primary screen (AID 588689); 340,000 tested, 0.3% active; Dengue-2 NS5 methyltransferase capping enzyme assay, biochemical; higher % means a stronger effect; inhibition, % at 25 µM, or IC50 in µM where a hit was titrated; in the data active = a potency from the dose series
West Nile virus CPE – inhibition of WNV-induced cytopathic effect – cell-based, CPE readout (AID 1621). West Nile virus-infected cells, CPE inhibition; higher % means a stronger effect. CPE inhibition, % at 10 µM, or IC50 in µM where a hit was titrated. 290,000 tested, 0.02% active; in the data active = a potency from the dose series; note: strong numbers were not always called active
GPR55 activation – selective activators of receptor GPR55 – imaging, U2OS cells, beta-arrestin-GFP redistribution, primary screen (AID 1961) | activation, % at 10 µM; hits with a dose series show EC50 in µM | 290,000 tested, 0.048% active | U2OS GPR55 beta-arrestin-GFP redistribution imaging; higher % means a stronger effect;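 active = activation above 40% with more than 50 cells counted in the well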;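 note: U2OS osteosarcoma cells stably expressing GPR55 and beta-arrestin-GFP; plate controls were DMSO negative control for no effect and LPI positive control for full effect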
NS5 inhibitors pilot replicate – recorded beside NS5 inhibitors, whose call it bears; inhibition, %; measured here: pilot screen replicate inhibition
Numbers without * were called inactive; · = not tested or not shown; [ ] = dose if it differs, or a comment. These rows are one share of the data; the hit share may differ from the screen's.

SMILES	NOD1 NF-kB reporter	KOR beta-arrestin-1	KOR beta-arrestin-2	HIV peptide binding	GPR35 antagonists	GPR55 LPI antagonism	NS5 inhibitors	West Nile virus CPE	GPR55 activation	others
O=C1CSC(=S)N1/N=C/c1cccnc1	-14%	4%	-1.5%	0.1%	7%	0%	2%	1.4%	-0.1%
CCNC(=S)Nn1cnc2ccccc21	-4%	39%	-1.4%	0.9%	10%	-1%	-15%	0.2%	-0.1%
O=C(Cn1cnc2ccccc2c1=O)Nc1nnc(SCc2ccc(Cl)cc2)s1	9%	29%	6.7%	0.5%	-18%	-12%	0%	0.1%	0.4%
CCn1nc(NC(=O)C(C)C)c2cc3ccc(C)cc3nc21	-4%	-2%	12%	-0.8%	10%	-1%	-1%	-1.1%	-0.1%
Cc1cnc(C(=O)OCC(=O)NC(=O)NC(C)C)cn1	-16%	-15%	1.9%	-1.9%	-3%	10%	-2%	0.1%	-0.1%
CCNc1nc(C)c2cc(Br)c(=O)n(CC)c2n1	5%	-5%	-1.0%	2.6%	4%	14%	-3%	1.9%	0.2%
CCOC(=O)c1nnn(-c2nonc2N)c1CN1CCCCCC1	3%	-32%	-1.2%	-0.3%	1%	9%	3%	0.2%	-0.1%	NS5 inhibitors pilot replicate=-4.9
O=C1OCc2cc(-n3cccc3)ccc21	-28%	6%	-4.8%	2.9%	-4%	4%	-6%	0.0%	-0.3%
Cc1nn(CC(=O)NCC(C)c2ccccc2)c(=O)c2cccn12 (stereo unspecified)	-29%	-2%	-0.1%	-0.7%	-6%	3%	-11%	1.1%	0.3%
O=C(CC(=O)N/N=C\c1ccccc1[N+](=O)[O-])NCCc1ccccc1	-9%	-16%[20 µM]	3.5%	0.7%	13%	2%	-7%	-0.1%	-0.3%	NS5 inhibitors pilot replicate=-7.3
O=C(CCC(=O)c1ccccc1)NC1CCCN(Cc2ccccc2F)C1 (stereo unspecified)	-2%	26%	0.8%	1.1%	15%	19%	9%	-0.5%	-0.1%
COc1ccc(CC(=O)Nc2c3c(nn2-c2cccc(C)c2C)CS(=O)C3)cc1OC (stereo unspecified)	-2%	-11%	-7.7%	-1.9%	5%	3%	6%	0.5%	0.3%
C=CCn1c(SCC(=O)C(C)(C)C)nnc1-c1ccccn1	-9%	7%	-3.4%	1.1%	8%	2%	1%	-1.1%	0.1%
CCOc1ccccc1CNS(=O)(=O)c1ccc2c(c1)oc(=O)n2C	-11%	5%	-2.6%	-1.8%	-6%	13%	-8%	-0.4%	-0.1%
CC(=O)Nc1cccc(NC(=O)C2CCCN2C(=O)Nc2ccc(Cl)cc2)c1 (stereo unspecified)	7%	-7%	-0.7%	-1.7%	-10%	-5%	-1%	0.2%	-0.2%
CCOc1ccc(C2/C(=C(/O)c3ccc(OC)cc3)C(=O)C(=O)N2c2cc(C)on2)cc1OC (stereo unspecified)	-31%	-22%	-4.7%	5.9%	-3%	2%	0%	0.1%	0.3%
O=C(CSc1nnc(-c2cccnc2)o1)NNC(=O)c1ccc(Br)cc1	-2%	13%	0.0%	-1.0%	-3%	14%	-4%	0.2%	0.6%
CCOC(=O)C1C(=O)NC(SC)=C(C#N)C1c1ccccc1F (stereo unspecified)	-17%	-25%	1.9%	2.8%	9%	0%	-1%	-0.3%	-1.0%
COc1ccc(NS(=O)(=O)c2ccc(N3CCCC3)c(N)c2)cc1	40%	-43%	0.0%	-1.4%	-3%	2%	-6%	-1.4%	0.5%
COc1cccc(-n2c(SCC(=O)NCC3CCCO3)nc3c([nH]c4ccccc43)c2=O)c1 (stereo unspecified)	-14%	18%	-3.0%	-1.6%	4%	0%	-5%	-0.1%	0.3%
COc1ccc(-c2cc3nc(-c4ccccc4)cc(N4CCC(O)CC4)n3n2)cc1	7%	-82%[20 µM]	·	-1.5%	-6%	7%	-4%	0.2%	-0.1%
CCNc1nc(NC#N)nc(SCC(=O)OCC)n1	-2%	-6%	-0.8%	1.1%	-10%	5%	-4%	0.8%	-0.3%
COc1cccc(Oc2coc3cc(OC(=O)N4CCOCC4)ccc3c2=O)c1	-27%	-24%[20 µM]	-13%	-1.1%	-12%	14%	-2%	-0.4%	0.2%
Cc1scc(C(=O)O)c1-c1c(C(=O)O)csc1C	-27%	·	-0.6%	3.9%	2%	6%	-4%	0.2%	-0.2%
CCc1c(C)[nH]c2ccc(OC)cc2c1=S	11%	6%[20 µM]	·	-1.5%	24%	9%	1%	-0.3%	0.2%
COc1ccc(N(C(=O)CNC(=O)c2ccco2)C(C(=O)NC2CCCCC2)c2ccncc2)cc1 (stereo unspecified)	-3%	-17%	0.1%	1.5%	5%	2%	-6%	-0.9%	-0.3%
O=C(COc1ccc(Cl)cc1Cl)Nc1nnc(C2=COCCO2)o1	4%	15%	1.3%	9.3%	2%	7%	4%	-0.3%	0.2%
CCOc1cc(/C=N/NC(=O)c2cccnc2)ccc1OC(=O)c1ccco1	-16%	24%	3.1%	-0.1%	-13%	11%	-5%	1.8%	-0.1%
COc1cccc(NC(=O)C(C)SCc2ccccc2)c1 (stereo unspecified)	-31%	-26%[20 µM]	-0.5%	-1.0%	2%	9%	0%	-0.1%	0.5%
CCOC(=O)c1cc(-c2ccccc2)sc1NC(=O)CSc1nnc(N)s1	-26%	-13%	5.2%	-1.6%	2%	2%	-13%	-1.2%	0.2%
NS(=O)(=O)c1ccc(NC(=O)COC(=O)c2cn(-c3ccccc3)nc2-c2ccc(F)cc2)cc1	-13%	-17%	11%	-1.9%	3%	-2%	-4%	1.1%	0.2%
Cc1ccc(C)c(-n2c(SCC(N)=O)nnc2-c2ccccn2)c1	-8%	-6%	4.8%	4.0%	-9%	5%	-4%	0.7%	-0.1%
COc1ccc(CNC(=O)c2ccc(N(C)S(=O)(=O)c3ccc(C)cc3)cc2)cc1	-9%	-9%	1.1%	-0.6%	-16%	-24%	-2%	0.0%	-0.1%
O=C(NC1=NCCS1)c1cc(-c2cccs2)nc2ccccc12	-12%	-14%	5.1%	0.0%	8%	-2%	-5%	1.3%	0.0%
O=C1CC(=O)NC(SCC(=O)Nc2ccccc2[N+](=O)[O-])=N1	-25%	-1%	2.2%	30%	0%	0%	0%	-0.6%	-0.2%
COc1ccc(CNC(=O)COC(=O)Cc2ccc(Cl)cc2Cl)cc1	-2%	16%	4.1%	-1.8%	2%	-24%	-12%	0.4%	-0.1%
COC(=O)c1sc(=S)n(Cc2ccccc2)c1C	5%	-1%	-5.5%	-2.1%	12%	11%	8%	0.6%	-0.1%
O=C(Nc1ccc2nc[nH]c2c1)c1ccco1	-13%	4%	2.4%	6.3%	6%	-1%	-1%	0.0%	-0.2%
COC(=O)[C@H](Cc1ccccc1)NC(=O)N1CCCCC1C (stereo partly specified)	-44%	-10%	14%	0.2%	4%	12%	-7%	0.9%	-0.1%
Cc1cccc(N(C(=O)c2snc(C(N)=O)c2N)C(C(=O)NCC2CCCO2)c2c[nH]c3ccccc23)c1 (stereo unspecified)	-16%	23%	4.5%	-0.2%	-23%	5%	0%	-0.5%	0.5%
O=C(C1=C[C@@H](c2coc3ccccc3c2=O)C[C@@H](OCCCCO)O1)N1CCN(Cc2ccccc2)CC1	2%	4%	0.7%	-0.8%	0%	-1%	2%	0.1%	0.2%
CCOc1ccc(NC(=S)N/N=C(\C)Cc2ccc(OC)cc2)cc1	10%	15%	3.5%	-1.8%	18%	5%	-5%	-0.2%	-0.3%
CCN(CC)C(=O)c1sc(NC(=O)C(Sc2ccccc2)c2ccccc2)c(C(=O)OC(C)C)c1C (stereo unspecified)	7%	13%	3.2%	-0.2%	-4%	15%	-1%	0.8%	-0.1%
COc1cc(-c2nnc(SCC(=O)Nc3ccc4c(c3)OCCO4)o2)cc(OC)c1OC	-2%	-27%	3.5%	-1.7%	3%	10%	2%	0.3%	0.7%
O=C(c1cnn(C(=O)c2ccccc2)c1)c1ccccc1O	-1%	4%	-0.8%	-1.0%	-1%	11%	-5%	-0.7%	-0.2%
COCC(=O)N(C)c1nnc(-c2ccc([N+](=O)[O-])cc2)s1	-19%	3%	2.0%	1.5%	-2%	·	-1%	-0.1%	-0.1%
COCCCNCC(=O)c1c(N)n(Cc2ccccc2)c(=O)n(C)c1=O	-2%	11%	-1.6%	-1.7%	1%	·	-1%	0.7%	0.6%
O=C1CN(C(=O)c2ccccn2)c2ccccc2N1	4%	14%	1.3%	1.3%	2%	1%	-3%	0.0%	-0.2%
CCOC(=O)Cn1cc(/C=C(/C#N)C(=O)NC(C)C)c2ccccc21	-31%	32%[20 µM]	-4.3%	-0.3%	3%	-1%	·	0.0%	0.0%
CCN(C(=O)CN1CCOCC1)C1(C)C(=O)c2ccccc2C1=O	11%	-20%	-0.5%	-2.0%	12%	4%	-7%	1.7%	-0.1%

Further compounds follow:
SMILES	NOD1 NF-kB reporter	KOR beta-arrestin-1	KOR beta-arrestin-2	HIV peptide binding	GPR35 antagonists	GPR55 LPI antagonism	NS5 inhibitors	West Nile virus CPE	GPR55 activation	others
CO/C=C/C#CC1(O)CCN(C)CC1	22%	4%	-6.4%	3.4%	9%	1%	1%	0.5%	-0.3%
O=[N+]([O-])c1cc(S(=O)(=O)C(F)(F)F)ccc1NCC1CCCO1 (stereo unspecified)	-29%	-8%	0.2%	0.0%	-1%	-1%	-9%	-0.1%	-0.1%
O=C(NC(=S)N(CCO)Cc1ccccc1)c1ccc(S(=O)(=O)N2CCCC2)cc1	-39%	24%	-5.1%	0.4%	-8%	13%	-4%	-0.6%	-0.2%
O=C(O)c1ccccc1SCc1csc(-c2ccccc2)n1	-4%	1%	-1.5%	1.5%	3%	7%	-5%	0.4%	0.3%
Nc1nc(SCC(=O)N2CCCC2)[nH]c(=O)c1NC(=O)c1cccs1	-6%	27%	2.8%	-1.6%	8%	10%	-4%	0.3%	-0.3%
